Screening results: PubChem, several laboratories
cytoskel mod = modifiers of F-actin cytoskeleton organization, primary screen, imaging, HUVEC, phalloidin staining, high-content imaging. HUVEC TNFa F-actin phalloidin imaging. 91,000 compounds, 0.18% hits. inhibition, % at 2 µM;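 active = inhibition above the batch mean plus 3 SD and confirmed as a hit by visual image inspection, cut at about 30% in these data, passing the limit was not always enough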; note: strong numbers were not always called active
PLK1 inh = human PLK1 kinase inhibitors, primary screen, biochemical, TR-FRET; inhibition, % at 10 µM; Serine/threonine-protein kinase PLK1 (Homo sapiens), P53350; recombinant PLK1 kinase, TR-FRET peptide phosphorylation; 97,000 compounds, 0.53% hits;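 active = inhibition of 50% or more in the single-concentration screen; inactive = inhibition below 50%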;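 note: 0% = DMSO max control and 100% = H-89 dihydrochloride min control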
Target sequence (P53350 whole entry, looked up): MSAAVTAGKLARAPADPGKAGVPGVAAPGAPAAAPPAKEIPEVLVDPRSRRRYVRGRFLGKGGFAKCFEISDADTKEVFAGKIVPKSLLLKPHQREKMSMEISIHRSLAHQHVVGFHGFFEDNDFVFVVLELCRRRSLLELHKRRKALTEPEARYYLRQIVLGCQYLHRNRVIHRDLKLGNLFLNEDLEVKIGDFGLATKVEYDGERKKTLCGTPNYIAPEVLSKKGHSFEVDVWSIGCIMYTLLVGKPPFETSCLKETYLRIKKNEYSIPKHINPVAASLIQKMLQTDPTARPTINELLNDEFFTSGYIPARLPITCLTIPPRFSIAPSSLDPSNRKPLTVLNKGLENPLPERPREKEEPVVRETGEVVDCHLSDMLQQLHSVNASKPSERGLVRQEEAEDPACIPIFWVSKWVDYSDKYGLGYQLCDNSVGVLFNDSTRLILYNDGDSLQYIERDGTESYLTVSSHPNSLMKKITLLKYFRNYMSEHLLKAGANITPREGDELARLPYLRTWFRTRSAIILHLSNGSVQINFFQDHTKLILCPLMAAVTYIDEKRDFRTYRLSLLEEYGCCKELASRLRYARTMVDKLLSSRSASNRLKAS
sEH inhibitor = soluble epoxide hydrolase inhibitors, primary screen, biochemical, human sEH; recombinant human sEH enzymatic activity assay; inhibition, % at 2 µM; 91,000 compounds, 0.34% hits; in the data active = inhibition above about 80%; note: values of inactives mirror those of a sister screen read the other way; many of its hits are not listed in these tables
IL1B cytotox = cytotoxicity in IL-1B stimulated HUVEC, primary screen, cytotoxicity control for IL-1B NFkB translocation project, imaging, Hoechst nuclear count, IL-1B stimulus; HUVEC cell count loss; AID 845, 2007; 94,000 compounds, 0.41% hits; cell count reduction, % at 2 µM;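 active = cell count reduction more than 3 SD above the screen-wide mean, cut at about 70% in these data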;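 note: normalized per plate to untreated control cells as the no-loss baseline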
Plk1 PBD FP = Plk1 polo box domain binding inhibitors, primary screen, biochemical, fluorescence polarization | Plk1 PBD phosphopeptide binding | inhibition, %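 (tested at about 20 µM)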 | 97,000 compounds, 0.13% hits | AID 693, 2007; in the data active = inhibition above about 34%, passing the limit was not always enough
VCAM1 TNFa inh = inhibitors of TNFa-induced VCAM1 expression, primary screen, imaging, HUVEC, TNFa stimulus, immunofluorescence | 95,000 compounds, 0.48% hits | inhibition, % at 2 µM | AID 802, 2007 | HUVEC TNFa-induced VCAM-1 immunofluorescence, high-content imaging;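 active = inhibition above the batch mean plus 3 SD, with images confirmed as a hit by eye, cut at about 37% in these data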;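 note: 0% = TNF-stimulated DMSO wells and 100% = unstimulated control wells; not every result past the cut was called active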
TNFa cytotox = cytotoxicity in TNFa-stimulated HUVEC, primary screen, cytotoxicity control for VCAM1 expression modulator project, imaging, Hoechst nuclei count; HUVEC TNFalpha-stimulated, Hoechst cell count; cell count reduction, % at 2 µM; 93,000 compounds, 0.17% hits; AID 848, 2007;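 active = cell count reduction exceeding the screen mean by over 5 SD, scaled to untreated wells per plate, cut at about 78% in these data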;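 note: cells counted after 24 h of TNF alpha exposure following the 1 h pretreatment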
Ecoli WT expand = growth inhibitors of wild-type E. coli, primary screen, strain BW25113, expanded library, OD600. 98,000 compounds, 0.15% hits. AID 710, 2007. OD600 absorbance. growth inhibition, % at 100 µM;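 active = growth inhibition above about 50% at one test dose, limit read from the data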;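 note: growth measured after 20 h incubation at 37 °C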
DAT uptake mod = changed hDAT dopamine uptake under cocaine IC80, either direction, primary screen, cocaine antagonist project, cell-based, LLC-PK1 hDAT, [14C]-dopamine uptake, MLSMR. Sodium-dependent dopamine transporter (Homo sapiens), Q01959. LLC-PK1 hDAT cells, [14C]-dopamine uptake with cocaine IC80; actives deviate in either direction. B-score at 10 µM. 110,000 compounds, 1.3% hits. AID 449768, 2010;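 active = Z score or B-score, a plate-position-corrected score, falls beyond the plate's 99.7% confidence bounds, in either direction; inactive = both scores lie inside the 99.7% bounds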;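 note: scored against the spread of the other compound wells on the same plate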
Starred values were filed as active, the others as inactive; x = no result given.

SMILES	cytoskel mod	PLK1 inh	sEH inhibitor	IL1B cytotox	Plk1 PBD FP	VCAM1 TNFa inh	TNFa cytotox	Ecoli WT expand	DAT uptake mod
Cc1oc(-c2cccc(Cl)c2)nc1CN1CCC(C(=O)NCC2CCCO2)CC1 (stereo unspecified)	18	-6	6	-5	-11	-9	-19	-11	-0.14
C=CCn1c(=O)c2ccccc2n2c(SCc3cc(=O)n4ccsc4n3)nnc12	6	-7	12	-26	-5	7	-34	-4	2.8*
COc1ccc(N2CCN(CCNC(=O)C3CC(=O)N(C4CCCC4)C3)CC2)cc1 (stereo unspecified)	6	-6	9	-18	-2	-15	-26	-3	-0.28
COc1cc(S(=O)(=O)Nc2cccnc2)ccc1F	3	-12	-2	-27	12	-1	-5	6	0.22
COc1ccc(N2CCN(C(=S)NCCc3ccccc3)CC2)cc1	x	-5	4	4	26	x	x	x	-0.045
COc1ccc2cnn(Cc3ccccc3)c(=O)c2c1OC	3	0	x	-21	-25	10	-41	4	0.35
CCCNC(=O)Cn1cnc2sc(C(=O)N3CCCC(C(=O)OCC)C3)c(C)c2c1=O (stereo unspecified)	7	5	8	-22	-2	19	-16	-9	0.055
CCN(CC)S(=O)(=O)c1cccc(C(=O)NC(Cc2c[nH]c3ccccc23)c2nnc3n2CCCCC3)c1 (stereo unspecified)	12	-6	2	-14	8	4	-36	15	2.3
CCC(=O)Nc1ccc(Oc2ccc3c(c2)C(=O)N(c2ccc(O)cc2)C3=O)cc1	-2	-10	-2	6	1	-3	-31	-6	x
CCc1ccccc1N1CC23C=CC(O2)C(C(=O)O)C3C1=O (stereo unspecified)	10	-16	6	-18	1	15	-32	9	-0.2
Cc1cccc(C)c1OCC(=O)Nc1oc(-c2ccccc2)c(-c2ccccc2)c1C#N	0	-6	3	-12	-34	0	-14	x	-0.39
CCCn1c(=O)c2ccccc2n2c(SCCOc3ccccc3F)nnc12	5	-4	-14	-42	-10	-1	-14	-3	-0.66
CCN(CC)CCCNc1nc2cc(OC)c(OC)cc2c2nc(-c3ccccc3)nn12	6	-10	-12	1	-14	8	-20	3	1
Cc1cc(C)n2nc(CC(=O)NC3CCCCCC3)nc2n1	-1	6	8	18	-17	-11	10	10	0.42
CC(C)Cc1cc(C(=O)N2CCN(C(c3ccccc3)c3ccccc3)CC2)no1	2	-13	9	-24	-13	11	-6	-13	2.4
Cc1nn(Cc2ccc(C(=O)Nc3ccccc3C(F)(F)F)o2)c(C)c1Br	-19	-7	13	-7	-46	-9	-10	-5	-0.29
CC(=O)N(C)c1ccc(NC(=O)c2ccco2)cc1	37	-9	15	-28	-10	6	-27	7	0.23
CC(C)(C)C(=O)Nc1cccc(-c2nc3ccccc3c(=O)o2)c1	10	1	6	-58	26	3	-32	0	0.31
O=C(NCCCN1CCN(c2cccc(Cl)c2)CC1)c1ccc(N2CCCC2=O)cc1	-2	-5	53	13	8	6	-3	7	-0.39
CCN(CC)C(=O)CP(=O)(c1ccccc1)c1ccccc1	5	-10	x	0	0	-4	19	-2	-0.63
Cc1cc(C(=O)COC(=O)CCc2nc3ccccc3s2)c(C)n1C	20	-5	-12	-17	5	-3	-41	5	-0.037
CC1(C)OC(C(=O)NC2CCCCC2)C(C(=O)NC2CCCCC2)O1 (stereo unspecified)	-10	0	12	-27	-10	-8	-21	6	x
Cc1cc(C)n(-c2ccc(C(=O)Nc3ccccn3)cc2)n1	12	-10	0	11	20	2	-10	-6	0.46
COc1ccc(OC)c(C(=O)Cn2nnc3ccccc3c2=O)c1	-38	-9	7	-14	29	2	-19	-14	-0.94
CC(C)N(C(=O)N1CCC(c2nc(-c3ccncc3)no2)CC1)C(C)C	-3	-6	1	10	-28	1	-17	0	2.3
Cc1ccc(-n2ncc3c(=O)n(CC#N)cnc32)cc1C	-16	-14	4	-38	-16	-14	-33	3	2
O=C(NS(=O)(=O)c1ccc(NC(=O)C2CCCO2)cc1)c1ccccc1 (stereo unspecified)	-2	0	10	2	-11	-15	0	-10	0.23
CCOC(=O)CCC(NC(=O)c1ccc(NCN2C(=O)CCC2=O)cc1)C(=O)OCC (stereo unspecified)	14	-5	-5	-18	-10	4	-14	5	-0.75
O=C(c1nn(Cc2ccccc2)c(=O)c2ccccc12)N1CCN(c2ccccn2)CC1	25	-18	-21	-6	0	-13	-22	-4	1.8
COc1ccc(S(=O)(=O)N(CC(=O)Nc2cccnc2)c2ccccc2OC)cc1	-10	-11	0	11	9	15	-16	-3	x

Among those listed so far, these have an aryl methoxy group:
SMILES	cytoskel mod	PLK1 inh	sEH inhibitor	IL1B cytotox	Plk1 PBD FP	VCAM1 TNFa inh	TNFa cytotox	Ecoli WT expand	DAT uptake mod
COc1ccc(N2CCN(CCNC(=O)C3CC(=O)N(C4CCCC4)C3)CC2)cc1 (stereo unspecified)	6	-6	9	-18	-2	-15	-26	-3	-0.28
COc1cc(S(=O)(=O)Nc2cccnc2)ccc1F	3	-12	-2	-27	12	-1	-5	6	0.22
COc1ccc(N2CCN(C(=S)NCCc3ccccc3)CC2)cc1	x	-5	4	4	26	x	x	x	-0.045
COc1ccc2cnn(Cc3ccccc3)c(=O)c2c1OC	3	0	x	-21	-25	10	-41	4	0.35
CCN(CC)CCCNc1nc2cc(OC)c(OC)cc2c2nc(-c3ccccc3)nn12	6	-10	-12	1	-14	8	-20	3	1
COc1ccc(OC)c(C(=O)Cn2nnc3ccccc3c2=O)c1	-38	-9	7	-14	29	2	-19	-14	-0.94
COc1ccc(S(=O)(=O)N(CC(=O)Nc2cccnc2)c2ccccc2OC)cc1	-10	-11	0	11	9	15	-16	-3	x

Continuation:
SMILES	cytoskel mod	PLK1 inh	sEH inhibitor	IL1B cytotox	Plk1 PBD FP	VCAM1 TNFa inh	TNFa cytotox	Ecoli WT expand	DAT uptake mod
CCOc1ccccc1NC(=O)NC1(C(=O)N2CCOCC2)CCCCC1	0	0	x	-23	-21	1	-23	0	-0.44
CCOC(=O)c1nnc(-c2ccccc2)nc1NCc1ccc(Cl)cc1	-11	-12	4	-14	-10	2	-4	-14	0.93
CCCOc1ccc2c3c(c(=O)oc2c1OCCC)CCC3	65	-4	2	-19	-15	-8	-58	-10	-0.17
COc1ccc(NC(=O)C2=C(C)C(=O)OC23CCC(C)CC3)cc1Cl (stereo unspecified)	-13	-3	-8	-1	22	17	-9	-15	-0.81
COc1ccccc1NC(=S)NC(=O)C(C)C	8	-15	-2	12	-3	22	8	-4	0.76
COCCCNc1c2c3c(cccc3[nH]c1=O)C(=O)c1ccccc1-2	8	-158	-18	-17	18	2	-17	4	1.2
CCCNC(=O)N[C@@H](CCSC)C(=O)OC	-23	-7	4	-3	2	14	4	-6	-1.6
CN1CCN(C(c2cccnc2)c2ccc3cccnc3c2O)CC1 (stereo unspecified)	-8	5	-8	-3	5	-14	-14	20	0.051
COc1ccc(/C=C\C(=O)CC(O)(c2ccccc2)C(F)(F)F)cc1 (stereo unspecified)	-8	-13	-4	x	-23	6	-16	7	0.35
Cc1cccc(NC(=O)Cn2c(=O)oc3ccccc32)c1	-1	3	-1	0	-16	-10	-46	3	-2
Cc1c(S(=O)(=O)N2CCN(C(c3ccccc3)c3ccccc3)CC2)c(=O)n(C)c(=O)n1C	0	-15	-13	-9	3	5	-22	-5	0.27
Cc1cc2c(c(N)n1)c(=O)oc1ccccc12	-1	10	-17	-5	-18	11	-28	0	-0.046
Cc1sc(C(=O)NCc2cccnc2)c2nc(C)n(CC(=O)NCc3cccnc3)c(=O)c12	35	-4	4	19	18	13	-31	0	0.94
COc1ccc(Cn2c(=O)[nH]c3cc(C(=O)NCCCN4CCCC4)ccc3c2=O)cc1	4	-6	9	-4	8	-4	-5	3	x
COc1ccc(C(CC(=O)NCCN2CCOCC2)NS(=O)(=O)c2ccc(C)cc2)cc1 (stereo unspecified)	x	6	6	-7	-11	3	-4	-8	-0.58
Clc1ccc(Cl)c2sc(N3CCCC3)nc12	-1	-15	x	0	-4	-14	13	2	-2.2
CCOCCn1c(C(C)O)nc2ccccc21 (stereo unspecified)	0	-13	-4	16	6	-20	x	x	-1.3
COc1ccc2[nH]c(=O)c(CN(CCO)C(=O)c3ccccc3F)cc2c1	-4	-13	3	-21	-8	-14	15	0	0.0075
OCCNc1nc2ccccc2n1CCN1CCCCC1	9	-7	4	-37	-5	8	-42	x	0.79
CC(O)CNc1nc2c(c(=O)n(C)c(=O)n2C)n1C/C=C/c1ccccc1 (stereo unspecified)	3	-9	-17	-18	9	-24	-24	5	0.1

3 compounds out of the list above, ordered by the value under VCAM1 TNFa inh, smallest number first:
smiles	cytoskel mod	PLK1 inh	sEH inhibitor	Plk1 PBD FP	VCAM1 TNFa inh	DAT uptake mod
CC(O)CNc1nc2c(c(=O)n(C)c(=O)n2C)n1C/C=C/c1ccccc1 (stereo unspecified)	3	-9	-17	9	-24	0.1
CCOCCn1c(C(C)O)nc2ccccc21 (stereo unspecified)	0	-13	-4	6	-20	-1.3
COc1ccc(C(CC(=O)NCCN2CCOCC2)NS(=O)(=O)c2ccc(C)cc2)cc1 (stereo unspecified)	x	6	6	-11	3	-0.58

The listing continues:
SMILES	cytoskel mod	PLK1 inh	sEH inhibitor	IL1B cytotox	Plk1 PBD FP	VCAM1 TNFa inh	TNFa cytotox	Ecoli WT expand	DAT uptake mod
O=C(COc1ccccc1)Nc1ccccc1C(=O)NCc1ccco1	-7	-3	6	-6	-20	12	-14	-8	1
CSCCC(C(=O)NC1=NCCS1)N1C(=O)c2ccccc2C1=O (stereo unspecified)	-5	-17	4	37	-4	-6	18	-1	0.83
Cc1cc(C)n(-c2nc3ccccc3nc2N2CCN(C(=O)c3ccc(Cl)cc3)CC2)n1	18	-2	-8	8	0	92*	x	-8	0.99
COc1ccc(Nc2nc(CC(C)=O)ns2)cc1	3	-12	0	-1	-21	11	1	x	0.053
O=C(Nc1ncc2c(n1)-c1ccccc1OC2)c1ccccc1Cl	x	-6	-2	13	-24	7	30	6	-0.26
Cc1ccc(NC(=O)CSc2nnc(CNC(=O)c3c(F)cccc3Cl)o2)cc1	16	-2	1	-45	-23	2	-14	-4	0.25
CCN(CC(=O)NCc1cccs1)S(=O)(=O)c1ccc(C(C)C)cc1	x	-9	3	1	-3	x	x	11	0.8
CC1(C)CC(=O)C2=C(C1)NC(=O)CC2c1cccc(F)c1 (stereo unspecified)	-2	-5	3	0	2	21	-15	-4	-0.82
Cc1ccnc(NS(=O)(=O)c2ccc(NC(=O)c3ccc(C)o3)cc2)n1	3	-5	1	-27	2	10	-38	x	-0.36
